Tau fluor cs: counter-screen for tau fibril formation inhibitors; tau K18 P301L Alexa594 fluorescence, heparin fibrillization; Potency, µM (doses to about 57.7 µM), for the others: at the top dose activity change, negative = decrease; 280,000 compounds, 0.93% hits; also: potency is read from the fitted curve at half-maximal effect; % is scaled to controls: 0 for no effect and ±100 for the full control effect; nearly all actives have a fitted effect of over 55% in size
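Human tau K18 P301L (15 uM unlabeled, 0.24 uM Alexa 594-labeled) in 100 mM sodium acetate pH 7 with 20 uM heparin, 6 hr at 37 C. ThT 30 uM added, 1 hr ambient; Alexa 594 FP and total fluorescence read at 555/632 nm.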
Tau FP inhib: tau fibrillization inhibition (FP). P10636. K18 P301L tau heparin fibrillization, Alexa594 FP, 6 h. Potency, µM (top dose mostly 57.7 µM), for inactives: at the top dose activity, negative = inhibition, actives largely listed as inhibitors. 280,000 compounds, 0.39% hits. AID 1468; also: potency is read from the fitted curve at half-maximal effect; % is scaled to controls: 0 for no effect and ±100 for the full control effect; nearly all actives have a fitted effect of over 55% in size
Target sequence (P10636 561-689 P618L limits assumed): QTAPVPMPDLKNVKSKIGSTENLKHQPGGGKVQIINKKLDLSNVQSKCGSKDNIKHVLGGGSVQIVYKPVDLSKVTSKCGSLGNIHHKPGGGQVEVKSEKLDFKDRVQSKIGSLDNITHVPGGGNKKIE
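FP of Alexa 594-tau after heparin (20 uM) induction. Substrate: human K18 P301L, 15 uM unlabeled, 0.24 uM labeled. Buffer 100 mM sodium acetate pH 7. 6 hr, 37 C.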
TRb-SRC2 inh: TRbeta-SRC2 interaction inhibition; TRbeta-SRC2 peptide binding, fluorescence polarization; receptor liganded with 1 µM T3; Potency, µM (top dose mostly 106 µM), without a hit: at the top dose activity change, negative = inhibition, hits mostly inhibitors; P10828; AID 1469; 280,000 compounds, 0.065% hits;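 also: potency is read from the fitted curve at half-maximal effect; plate controls were bound peptide for no effect and peptide without receptor for full effect; nearly all actives have a fitted effect of over 50% in size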
Target sequence (P10828 whole entry, looked up): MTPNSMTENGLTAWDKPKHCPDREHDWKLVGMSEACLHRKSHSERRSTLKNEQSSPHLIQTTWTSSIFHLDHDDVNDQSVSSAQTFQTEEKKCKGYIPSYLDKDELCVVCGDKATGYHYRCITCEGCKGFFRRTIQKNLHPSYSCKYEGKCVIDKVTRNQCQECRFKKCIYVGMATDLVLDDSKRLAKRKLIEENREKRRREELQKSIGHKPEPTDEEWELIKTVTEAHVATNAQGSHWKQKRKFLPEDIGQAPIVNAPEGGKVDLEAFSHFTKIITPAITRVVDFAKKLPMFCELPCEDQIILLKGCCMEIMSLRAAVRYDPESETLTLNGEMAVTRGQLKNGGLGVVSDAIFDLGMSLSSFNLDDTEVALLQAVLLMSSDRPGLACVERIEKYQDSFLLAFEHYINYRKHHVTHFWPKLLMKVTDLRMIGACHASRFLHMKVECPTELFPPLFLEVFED
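Polarization signal, normalized between peptide-alone and full complex controls, measured compound effects on T3-liganded human TRb LBD (0.6 uM) binding 20 nM Texas Red SRC2 peptide after 5 hr.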
TexasRed fluor: alters Texas Red total fluorescence, flagging assay interference; TRb/SRC2 Texas Red total fluorescence interference; Potency, µM (doses to about 106 µM), inactives show at the top dose fluorescence change, negative = quenching; 280,000 compounds, 0.29% hits; active = well fitted curve in either direction with a large enough effect; inconclusive = small, poorly fitted or top-dose-only effect; also: potency is read from the fitted curve at half-maximal effect; % is scaled to controls: 0 for no effect and ±100 for the full control effect
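Human TRb ligand-binding domain at 0.6 uM with 20 nM Texas Red SRC2 peptide in Tris buffer containing 1 uM T3 and 5% DMSO, incubated with compound 5 h at ambient temperature. Total fluorescence (555/632 nm) calculated as parallel + 2 × perpendicular.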
CBFb RUNX1 block: inhibitors of human CBF-beta and RUNX1 interaction. Potency, µM (top dose mostly 59.8 µM), without a hit: at the highest dose activity, negative = inhibition, usual class: inhibitors. AlphaScreen CBFb-His/RUNX1-biotin binding, biochemical. AID 1477. 230,000 tested, under 10 active; also: % of control where 0% means no effect
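CBFb-His/RUNX1-biotin, 30 nM each, preincubated 20 min RT; compound 15 min RT; Ni + streptavidin beads 50 ng each, 90 min RT; AlphaScreen read.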
aGal spleen mod: inhibitors or activators of human alpha-galactosidase in spleen homogenate; P06280; human spleen homogenate, 4MU-alpha-Gal fluorescence, 40 min; Potency, µM (highest dose often 80 µM), for the others: at the highest dose activity change, negative = inhibition, hits mostly inhibitors; 240,000 compounds, 0.008% hits;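 also: potency is read from the fitted curve at half-maximal effect; 0% = enzyme with vehicle and -100% = no enzyme basal signal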
Target sequence (P06280 32-429 limits assumed): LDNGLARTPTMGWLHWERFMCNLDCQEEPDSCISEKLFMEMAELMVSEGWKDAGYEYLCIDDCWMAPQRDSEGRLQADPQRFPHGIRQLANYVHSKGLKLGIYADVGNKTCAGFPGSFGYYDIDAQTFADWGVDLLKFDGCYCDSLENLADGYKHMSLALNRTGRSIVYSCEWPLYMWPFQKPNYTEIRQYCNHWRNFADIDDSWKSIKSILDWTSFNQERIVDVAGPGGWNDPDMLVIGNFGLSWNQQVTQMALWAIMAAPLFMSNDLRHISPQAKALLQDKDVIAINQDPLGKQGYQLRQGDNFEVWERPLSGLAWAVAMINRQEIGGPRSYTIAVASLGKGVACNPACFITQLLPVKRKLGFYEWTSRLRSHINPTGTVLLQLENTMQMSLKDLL
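Spleen homogenate 1 ug + cpd (titration) + 4-MU-alpha-D-galactopyranoside 1 mM; 37C 40 min; 50 mM citrate/phosphate pH 5.0, 0.01% Tween-20; stop pH 10; fluorescence 365/440; AC50 via Hill.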
NPSR antag: blocks cAMP signaling of the human neuropeptide S receptor. Q6W5P4. CHO-NPSR cells, cAMP TR-FRET, antagonist mode. Potency, µM (top dose mostly 38.3 µM), for the others: top-dose activity change, negative = inhibition, hits mostly inhibitors. 220,000 compounds, 1% hits. AID 1461; also: potency is read from the fitted curve at half-maximal effect; % is scaled to controls: 0 for no effect and ±100 for the full control effect; nearly all actives have a fitted effect of over 50% in size; many of its hits are not listed in these tables
Epigenetic reg: epigenetic control regulation, reporter derepression; murine LDR cells, GFP reporter derepression, 30 h; Potency, µM (doses to about 53.9 µM), for inactives: top-dose GFP activation, hits mostly activators; 280,000 compounds, 0.2% hits; also: potency is read from the fitted curve at half-maximal effect; % of control where 0% means no effect; nearly all actives have a fitted effect of over 60% in size
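Reporter derepression read as number of fluorescent GFP-positive objects, 20-120 um in size, counted by laser-scanning cytometer. Mouse LDR line with an epigenetically silenced CMV-GFP locus; compound incubation 30 h, 37 C.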
* marks the source's active call; other numbers are inactive results; ? = inconclusive; . = not tested or not shown; & = joins results of further samples; [ ] = remark or other dose. Unless noted, calls follow the shape of the dose curve; as a rule, active = well fitted curve in the direction sought with a large enough effect; inconclusive = small, poorly fitted or top-dose-only effect, or another doubt; inactive = no such curve, though single readings can be large; an effect the other way counts as inactive or inconclusive. Not all compounds are listed; rates above refer to the full screens.

Letter code: A = Tau fluor cs; B = Tau FP inhib; C = TRb-SRC2 inh; D = TexasRed fluor; E = CBFb RUNX1 block; F = aGal spleen mod; G = NPSR antag; H = Epigenetic reg
COc1ccc(NC(=O)C2=C(C)NC(=S)NC2c2ccc(O)c(OC)c2)cc1 (stereo unspecified)
  A: -10% | B: 1% | C: -3% | D: -2% | E: 3% | F: 0% | G: -9% | H: 0.1%
O=C(NC1CCN(Cc2ccccc2)CC1)c1c(F)cccc1F
  A: 7% | B: -2% | C: -1% | D: 1% | E: 6% | F: 1% | G: 10% | H: 0.1%
CCc1ccc2ncc3c(-c4ccc(C)cc4)nn(CC(=O)NCc4ccccc4)c3c2c1
  A: -4% | B: -9% | C: 7% | D: -2% | E: . | F: . | G: . | H: 0.0%
CC(C)CNC(=O)c1ccccc1NC(=O)CN(c1ccc2c(c1)OCCO2)S(C)(=O)=O
  A: -3% | B: -2% | C: -16% | D: -1% | E: 8% | F: -2% | G: 7%[46.1 µM] | H: 0.0%
C/C=C/c1ccc(OCCCCN2CC(C)CC(C)C2)c(OC)c1 (stereo unspecified)
  A: -8% | B: -6% | C: 4% | D: -1% | E: -3% | F: 9% | G: 11% | H: -1.5%
CC(=O)Nc1ccc2nc(SCCOc3ccccc3)sc2c1
  A: ? | B: ? | C: -1% | D: 4% | E: . | F: . | G: . | H: 0.0%
O=C(CCNS(=O)(=O)c1ccc(Br)s1)N1CCN(c2ccccc2)CC1
  A: -10% | B: 7% | C: 5% | D: -2% | E: -2% | F: 3% | G: -9%[46.1 µM] | H: 0.0%
Cc1ccc(Nc2c(-c3ccc(N4CCOCC4)cc3)nc3ccc(Cl)cn23)cc1
  A: -27% | B: 9% | C: 3% | D: 2% | E: . | F: . | G: . | H: 2.4%
CCOc1ccc(C2CC(c3ccc(OC)c(OC)c3)n3nc(N)nc3N2)cc1 (stereo unspecified)
  A: 2% | B: 2% | C: 7% | D: -2% | E: -1% | F: 10% | G: 2% | H: 1.0%
CC(=O)Nc1ccc(NC(=O)COC(=O)c2n[nH]c3ccccc23)cc1
  A: -6% | B: 0% | C: 8% | D: 1% | E: 1% | F: -6% | G: 11% | H: -2.9%

Letter code: A = Tau fluor cs; B = Tau FP inhib; C = TRb-SRC2 inh; D = TexasRed fluor; E = CBFb RUNX1 block; F = aGal spleen mod; G = NPSR antag; H = Epigenetic reg
CSc1nc(-c2ccco2)nn1C(=O)Cc1ccccc1
  A: 3% | B: 0% | C: 1% | D: 2% | E: 2% | F: 0% | G: -1%[46.1 µM] | H: -1.0%
O=C(NCc1n[nH]c(=S)n1-c1ccc(Br)cc1)c1ccc(S(=O)(=O)N2CCCC2)cc1
  A: -4% | B: 2% | C: -6% | D: 0% | E: -7% | F: 3% | G: 5% | H: -3.4%
Cc1ccc2c(C)c(C(=O)Nc3c(C)n(C)n(-c4ccccc4)c3=O)oc2c1
  A: -9% | B: -1% | C: -14% | D: -2% | E: 11% | F: -3% | G: 2%[7.67 µM] | H: -0.3%
O=C(NCCc1ccccc1)C1CCN(S(=O)(=O)c2cccs2)CC1
  A: -7% | B: -1% | C: -1% | D: -1% | E: 4% | F: -3% | G: -15%[46.1 µM] | H: -1.9%
O=C(NCc1ccco1)C(=O)N1CCCC1
  A: 3% | B: 3% | C: 6% | D: 0% | E: 1% | F: -2% | G: -15% | H: -1.0%
Cc1cccc(NC(=O)c2oc3ccc(S(=O)(=O)N4CCC5(CC4)OCCO5)cc3c2C)c1C
  A: -15% | B: 3% | C: -8% | D: 0% | E: . | F: . | G: . | H: 3.8%
CCSC(=O)NC12CC3CC(CC(C3)C1)C2
  A: 2% | B: 1% | C: -10% | D: -1% | E: 6% | F: 4% | G: -2%[46.1 µM] | H: -0.7%
Cc1ccc2oc(=O)c3cnn(CC(=O)NCc4ccccc4Cl)c3c2c1
  A: 4% | B: -12% | C: -3% | D: 0% | E: . | F: . | G: . | H: -2.2%
Cc1nc2ncnn2c(C)c1Cc1cccc(C(F)(F)F)c1
  A: 2% | B: -5% | C: -3% | D: -6% | E: 13% | F: 4% | G: -2% | H: -0.3%
COc1ccccc1C(=O)NC(C)C(c1cccs1)N1CCOCC1 (stereo unspecified)
  A: 0% | B: -5% | C: -3% | D: 0% | E: 7% | F: -16% | G: -6%[46.1 µM] | H: -0.8%

Letter code: A = Tau fluor cs; B = Tau FP inhib; C = TRb-SRC2 inh; D = TexasRed fluor; E = CBFb RUNX1 block; F = aGal spleen mod; G = NPSR antag; H = Epigenetic reg
COc1ccc(/C=N/OCC(=O)N=Nc2c(O)[nH]c3ccc(Br)cc23)cc1
  A: ? | B: ? | C: -7% | D: -1% | E: -23% | F: 7% | G: -9% | H: -0.7%
C=CCN1C(c2ccccc2)=CS/C1=C(/C#N)c1nnc(N2CCOCC2)n1-c1ccccc1
  A: 5% | B: 0% | C: 0%[53 µM] | D: -1%[53 µM] | E: -1% | F: -2% | G: 0% | H: -1.3%
CCC1CCCCN1C(=O)c1sc2ncnc(N(CC)CC)c2c1C (stereo unspecified)
  A: -1% | B: 2% | C: -5% | D: -7% | E: 4% | F: 2% | G: -19% | H: -0.1%
CCOC(=O)/C(C(N)=NC(C)C)=C(\O)c1ccccc1
  A: -1% | B: -11% | C: -1% | D: -1% | E: 8% | F: 0% | G: 17%[46.1 µM] | H: -1.0%
COc1ccccc1N1CCN(C(=O)Cc2c(C(=O)O)[nH]c3ccc(Cl)cc23)CC1
  A: -1% | B: -2% | C: 11% | D: -5% | E: -7% | F: 4% | G: 3% | H: -0.3%
COCCCNC(=S)N1CCN(c2nc3ccccc3s2)CC1
  A: -9% | B: 5% | C: 3% | D: -1% | E: 1% | F: 3% | G: 1% | H: -2.8%
CCNC(=S)N1C2CCC1CC(NC(=O)Nc1ccc(C(=O)OCC)cc1)C2 (stereo unspecified)
  A: -13% | B: -3% | C: 8% | D: -3% | E: 12% | F: -7% | G: -5% | H: -0.1%
CCOc1ccccc1NC(=O)CN(C)S(=O)(=O)c1ccc(OC)c(C)c1
  A: -15% | B: 2% | C: -2% | D: -1% | E: 21% | F: 4% | G: -12%[46.1 µM] | H: 0.0%
CCOC(=O)c1cccc(COC(=O)c2cccc(-c3nnc(-c4ccccc4)o3)c2)c1
  A: -27% | B: -9% | C: 1% | D: -4% | E: 11% | F: 0% | G: -12% | H: 0.0%
COC(=O)[C@@]1(Cc2ccc(OC)cc2)[C@H]2c3cc(C(=O)N4CCCC4)n(CCc4c[nH]c5ccc(O)cc45)c3C[C@H]2CN1C(=O)c1ccccc1
  A: ? | B: 10%&14% | C: -1%&-1% | D: 1%&0% | E: ? | F: 6%&-7% | G: -22% | H: -4.3%&8.8%

Five entries picked at random from the list so far:
Letter code: A = Tau fluor cs; B = Tau FP inhib; C = TRb-SRC2 inh; D = TexasRed fluor; E = CBFb RUNX1 block; F = aGal spleen mod; G = NPSR antag; H = Epigenetic reg
CCNC(=S)N1C2CCC1CC(NC(=O)Nc1ccc(C(=O)OCC)cc1)C2 (stereo unspecified)
  A: -13% | B: -3% | C: 8% | D: -3% | E: 12% | F: -7% | G: -5% | H: -0.1%
CCOc1ccccc1NC(=O)CN(C)S(=O)(=O)c1ccc(OC)c(C)c1
  A: -15% | B: 2% | C: -2% | D: -1% | E: 21% | F: 4% | G: -12%[46.1 µM] | H: 0.0%
C=CCN1C(c2ccccc2)=CS/C1=C(/C#N)c1nnc(N2CCOCC2)n1-c1ccccc1
  A: 5% | B: 0% | C: 0%[53 µM] | D: -1%[53 µM] | E: -1% | F: -2% | G: 0% | H: -1.3%
Cc1cccc(NC(=O)c2oc3ccc(S(=O)(=O)N4CCC5(CC4)OCCO5)cc3c2C)c1C
  A: -15% | B: 3% | C: -8% | D: 0% | E: . | F: . | G: . | H: 3.8%
Cc1ccc2oc(=O)c3cnn(CC(=O)NCc4ccccc4Cl)c3c2c1
  A: 4% | B: -12% | C: -3% | D: 0% | E: . | F: . | G: . | H: -2.2%

Carrying on:
Letter code: A = Tau fluor cs; B = Tau FP inhib; C = TRb-SRC2 inh; D = TexasRed fluor; E = CBFb RUNX1 block; F = aGal spleen mod; G = NPSR antag; H = Epigenetic reg
CC1(C)N([O-])C2=C(c3ccccc3C2=O)[N+](=O)C1(C)C
  A: -7% | B: 2% | C: -1% | D: -4% | E: -2% | F: -8% | G: -10%[46.1 µM] | H: -1.0%
COc1ccc2[nH]c(=O)c(C(c3nnnn3C3CCCC3)N3CCN(Cc4ccc5c(c4)OCO5)CC3)cc2c1 (stereo unspecified)
  A: -22% | B: -6% | C: -28% | D: 0% | E: -2% | F: -7% | G: -24%[46.1 µM] | H: 5.9%
Cc1cccc(C)c1NC(=O)CNc1ccccc1
  A: -2% | B: -5% | C: -5% | D: -1% | E: 1% | F: 4% | G: -3%[46.1 µM] | H: 0.0%
CCOc1ccccc1NC(=O)Nc1ccc(Br)cn1
  A: -1% | B: -7% | C: -6% | D: 2% | E: 1% | F: -9% | G: 12% | H: 3.7%
CCOC(=O)c1nc(Nc2ccc(Nc3ccccc3)cc2)c2ccccc2n1
  A: 7.1µM*[quencher] | B: 5% | C: 4% | D: -3% | E: -29% | F: -6% | G: ? | H: -0.9%
OCCC1CN(C2CSCCSC2)CCN1Cc1ccccc1 (stereo unspecified)
  A: -6% | B: -12% | C: 4% | D: 3% | E: 3% | F: 7% | G: -13% | H: -0.1%
CC(=O)c1c[nH]c2ccc(C)cc2c1=O
  A: 15% | B: 8% | C: 2% | D: -4% | E: 11% | F: -8% | G: -14%[46.1 µM] | H: 0.0%
CCc1ccc(NC(=O)CCN2C(=O)c3cccnc3C2=O)cc1
  A: -2% | B: 4% | C: -4% | D: -6% | E: -5% | F: 1% | G: 3%[46.1 µM] | H: -1.1%
O=C1N/C(=N\S(=O)(=O)Cc2ccccc2)S/C1=C/c1cc([N+](=O)[O-])ccc1O
  A: ? | B: 1% | C: 2% | D: -19% | E: -13% | F: 3% | G: -12% | H: 0.0%
CC1(C)CC=C(NNC(=O)c2cccnc2)C(=O)C1
  A: -6% | B: 2% | C: 7% | D: 1% | E: 5% | F: -3% | G: 7% | H: -1.5%
COC(=O)C1C2C=CC3(CN(C(C)c4ccc(OC)cc4)C(=O)C13)O2 (stereo unspecified)
  A: -10% | B: -10% | C: -18% | D: 1% | E: 4% | F: 2% | G: -16%[46.1 µM] | H: -1.0%

Screening results from PubChem BioAssay.
